KOR beta-arrestin-1: KOR antagonists, beta-arrestin recruitment, cell-based, luminescence, uHTS (AID 1778); KOR beta-arrestin recruitment, luminescence, antagonist mode; higher % means a stronger effect; inhibition, % at 10 µM; hits with a dose series show IC50 in µM; 0.091% of 290,000 active; in the data active means inhibition above about 50%; further: strong numbers were not always called active
KOR beta-arrestin-2: KOR agonists, beta-arrestin recruitment, primary screen, cell-based, luminescence, uHTS (AID 1777) | 0.02% of 280,000 active | activation, % at 10 µM; hits with a dose series show EC50 in µM | KOR beta-arrestin recruitment, luminescence; higher % means a stronger effect; in the data active means activation above about 50%, passing the limit was not always enough; further: a part of the inactive calls stands beside numbers as strong as those of hits
GPR55 activation: GPR55 agonists via beta-arrestin recruitment, primary screen, imaging, U2OS cells, beta-arrestin-GFP redistribution (AID 1961) | U2OS GPR55 beta-arrestin-GFP redistribution imaging; higher % means a stronger effect | 0.048% of 290,000 active | one-dose activation, % at 10 µM; EC50 in µM for titrated hits;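 active means activation above 40% with more than 50 cells counted in the well; inconclusive means wells holding fewer than 50 cells, flagged as toxic or sparse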;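 further: U2OS osteosarcoma cells stably expressing GPR55 and beta-arrestin-GFP; plate controls were DMSO negative control for no effect and LPI positive control for full effect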
GPR35 arrestin U2OS: inhibition of zaprinast-stimulated GPR35 beta-arrestin translocation – imaging, U2OS, beta-arrestin-GFP, zaprinast agonist, primary screen (AID 2058); U2OS GPR35 beta-arrestin-GFP translocation imaging, zaprinast antagonism; higher % means a stronger effect; 0.052% of 290,000 active; inhibition, % at 10 µM, or IC50 in µM where a hit was titrated;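 active means inhibition of at least 50% with at least 30 cells and total cytoplasm GFP at most 10,000,000; inconclusive means under 30 cells or total GFP of 10,000,000 plus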
NOD1 NF-kB reporter: NOD1 signaling inhibitors, primary screen, cell-based, luminescence, uHTS (AID 1578); NOD1-driven NF-kB luciferase reporter cells, luminescence; higher % means a stronger effect; inhibition, % at 4 µM; hits with a dose series show EC50 in µM; 1% of 290,000 active; in the data active means inhibition mostly above about 36%, no sharp cut-off; inactive means mostly below about 34%;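 further: HEK-293T reporter cells stimulated with the NOD1 agonist gamma-tri-DAP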
Rac1 GTP hydrolysis: MgcRacGAP GTPase-activating activity inhibitors, confirmation, biochemical, ADP Hunter fluorescence. one-dose inhibition, % at 30 µM; IC50 in µM for titrated hits. 0.6% of 340,000 active. AID 624330. MgcRacGAP-stimulated Rac1 GTP hydrolysis, ADP Hunter fluorescence; higher % means a stronger effect; GST-tagged Rac1 F28L mutant substrate;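 active means first-screen hits whose inhibition reached a set limit at any dose in the follow-up dose series; inconclusive means inhibition above the set first-screen limit but never retested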;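 further: fluorescence reports GDP produced by GAP-driven GTP hydrolysis; strong numbers were not always called active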
NTR1 agonist: NTR1-driven beta-arrestin-GFP spot formation – imaging, U2OS cells, high content, primary screen (AID 493036). P30989. agonist mode. activation, % at 20 µM. 0.17% of 330,000 active;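 active means activation at or above 40% of the spot to cytoplasm intensity ratio, with at least 20 cells analyzed; inconclusive means wells under 20 cells, flagged as cytotoxic or low count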;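 further: 0% = DMSO without peptide and 100% = 100 nM NTR1 peptide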
Target sequence (P30989 whole entry, looked up): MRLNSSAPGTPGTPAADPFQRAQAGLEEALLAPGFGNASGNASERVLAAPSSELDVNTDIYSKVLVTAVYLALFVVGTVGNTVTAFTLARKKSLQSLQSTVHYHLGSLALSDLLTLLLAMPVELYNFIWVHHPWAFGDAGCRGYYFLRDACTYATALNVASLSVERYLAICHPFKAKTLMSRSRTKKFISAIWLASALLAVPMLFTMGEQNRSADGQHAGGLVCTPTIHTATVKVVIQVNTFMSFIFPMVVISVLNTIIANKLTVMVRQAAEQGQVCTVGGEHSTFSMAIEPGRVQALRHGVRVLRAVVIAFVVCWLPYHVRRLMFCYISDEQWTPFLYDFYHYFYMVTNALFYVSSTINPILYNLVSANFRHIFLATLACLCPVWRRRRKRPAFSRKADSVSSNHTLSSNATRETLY
K1F lysis inhibition: protection from phage-mediated lysis, alamar blue read-out – E. coli UTI89, K1F phage, bacterial capsule biogenesis inhibitors (AID 488966). E. coli UTI89 K1F phage lysis, alamar blue, 2 h; higher % means a stronger effect. inhibition, % at 100 µM, or IC50 in µM where a hit was titrated. 0.02% of 340,000 active;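 active means phage lysis inhibition, versus mean bacterial control, above a set limit; inconclusive means no clear call, values can overlap the other calls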;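 further: capsule biogenesis inhibitors block K1F phage lysis so surviving cells raise fluorescence; higher fluorescence means more inhibition of phage lysis; actives were called in the ten point dose series up to 300 µM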
GPR55 antagonists: GPR55 antagonists blocking LPI-driven arrestin recruitment, primary screen, imaging, U2OS, beta-arrestin-GFP, LPI agonist (AID 2013); U2OS GPR55 beta-arrestin-GFP translocation imaging, LPI antagonism; higher % means a stronger effect; inhibition, % at 10 µM, or IC50 in µM where a hit was titrated; 0.13% of 290,000 active;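 active means spots per cell inhibited over 60%, with over 100 cells counted and total cytoplasm intensity under 500,000; inconclusive means wells with under 100 cells, flagged as likely toxic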;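 further: U2OS cells stably carrying GPR55 and arrestin-GFP stimulated by 5 µM LPI near EC80; imaged beta-arrestin-GFP aggregate spots per cell after agonist stimulation; plate controls were LPI-stimulated DMSO wells for no effect and DMSO wells without LPI for full effect; some results filed as inactive read as strong as hits; confirmed hits need IC50 under 10 µM and bright autofluorescent wells are also inconclusive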
NTR1 agonist cell count 20 µM: recorded beside NTR1 agonist, whose call it bears; cell count; measured here: cell count, cytotoxicity flag
The depositor's hits bear a star; ? = inconclusive; nt = not tested or not shown; [ ] = remark or other dose. An excerpt, so the mix of outcomes need not match the whole.

SMILES	KOR beta-arrestin-1	KOR beta-arrestin-2	GPR55 activation	GPR35 arrestin U2OS	NOD1 NF-kB reporter	Rac1 GTP hydrolysis	NTR1 agonist	NTR1 agonist cell count 20 µM	K1F lysis inhibition	GPR55 antagonists
COc1ccc(OCC(=O)Nc2ccc(N3CCCCC3)cc2)cc1	-20.4%[20 µM]	-3.3%	0.5%	-1.6%	-20.3%	8.7%	5.1	77	0.1%	-2.6%
COc1ccccc1-n1cnnc1SCC(=O)Nc1nc(C)c(Cl)cc1Cl	-1.7%	-1.1%	-0.3%	-8.7%	-9.4%	9.3%	1.0	37	0.0%	30.3%
CCCNC(=O)c1nnsc1S(=O)c1ccc(Cl)cc1 (stereo not drawn)	15.8%	-1.8%	1.1%	-7.2%	36.3%	?	6.6	89	-4.4%	42.5%
O=C(Nc1ccc2c(c1)OCCO2)c1ccccn1	14.4%	-3.5%	0.5%	-1.8%	37.5%	-4.8%	-0.1	26	-0.2%	14.4%
Cc1nc(C(=O)Nc2cccc(Cl)c2Cl)nn1-c1cc(OC(C)C)c(Cl)cc1Cl	18.5%	-1.3%	0.0%	2.7%	23.5%	2.3%	2.0	88	0.2%	13.6%
COc1cc(C=O)ccc1OS(=O)(=O)c1ccccc1[N+](=O)[O-]	-20.9%	1.0%	-0.4%	-9.4%	35.4%	2.3%	-1.9	60	0.3%	3.9%
C=CCC(C(=O)OC)(C(=O)OC)c1ccc(C(F)(F)F)cc1[N+](=O)[O-]	-52.4%[20 µM]	-1.2%	-0.1%	-9.0%	-19.6%	1.9%	-1.0	42	-0.1%	7.0%
Cc1ccc(CN2C(=O)CSC2c2cccnc2)cc1 (stereo not drawn)	16.9%	-2.7%	0.2%	6.2%	-2.3%	0.5%	2.7	52	-0.3%	-0.7%
FC(F)(F)c1ccc(Oc2ccc3ccccc3c2Br)nc1	10.2%	2.8%	-0.1%	-0.1%	-1.0%	6.8%	0.4	90	-0.2%	-6.4%
Cc1nc(NCCN2CCOCC2)c2oc3ccccc3c2n1	-5.0%	29.6%	-0.2%	-3.1%	0.6%	16.5%	-0.4	47	0.3%	2.8%
O=C(Cc1cc(=O)[nH][nH]1)N/N=C/c1ccccc1[N+](=O)[O-]	-4.6%	-1.2%	-0.4%	-4.5%	-18.7%	12.4%	-0.5	58	0.9%	9.5%
Cc1c(S(=O)(=O)Nc2ccc(Oc3ccccc3)cc2)c(=O)n(C)c(=O)n1C	6.2%	-1.9%	-0.2%	-0.4%	-13.9%	5.3%	-0.6	55	0.2%	1.3%
Cc1[nH]c2ccc(C(=O)NCc3ccccn3)cc2c1C	-69.5%	4.0%	-0.2%	12.1%	13.1%	0.4%	-0.1	55	-0.1%	-4.2%
Cc1cc2ccccn2c1C(=O)c1ccccc1F	-10.4%	-1.7%	-0.2%	2.2%	-19.0%	5.5%	1.5	42	0.2%	-12.1%
N#CCCNc1ccc(OCCC#N)cc1	3.3%	-0.8%	-0.2%	5.2%	-3.0%	11.4%	0.0	41	0.8%	6.5%
CCOc1ccc(S(=O)(=O)n2c([N+](=O)[O-])cnc2C)c(C)c1C	-17.5%	5.6%	-0.1%	10.4%	-2.0%	6.3%	-1.4	55	0.4%	-1.0%
Cn1c(=O)c2c(nc(NCCO)n2CCCc2ccccc2)n(C)c1=O	13.1%	-9.9%	-0.2%	11.5%	30.4%	5.5%	2.5	62	-0.2%	4.6%
CCCCNC(=S)N/N=C1\CCCCc2ccccc21	nt	-2.5%	-0.4%	5.6%	-18.1%	3.0%	0.3	90	0.7%	9.4%
COc1ccc(CCNC(=O)CN(c2ccccc2)S(C)(=O)=O)cc1OC	-47.2%	5.3%	-0.1%	1.5%	28.6%	3.9%	-0.1	85	1.6%	-11.9%
CCOC(=O)c1cnc2c(C)cc(C)cc2c1Nc1ccc(S(=O)(=O)Nc2ncccn2)cc1	-14.8%	2.0%	-0.5%	27.7%	3.7%	7.0%	-0.5	34	0.7%	7.7%
CCOC(=O)Cn1c2c(c(=N)c3c1CCC3)CCC2	-43.0%	-5.1%	-0.3%	-2.2%	-6.0%	0.6%	-2.4	53	-0.2%	-3.1%
O=C(NC(=S)Nc1ccc(NC(=O)c2cccs2)cc1)c1ccco1	-0.7%	-0.8%	0.1%	-5.4%	-35.7%	11.2%	3.8	49	3.2%	6.6%
CCOCCCNC(=O)c1c(C)[nH]c(C(=O)OCC)c1C	-10.9%	-1.8%	0.3%	9.3%	-13.5%	0.5%	-0.7	53	0.8%	5.4%
CCCOc1ccc(/C=C2/C(=O)ON=C2C)cc1Cl	-34.9%	1.1%	nt	23.3%	0.3%	nt	13.3	83	0.2%	9.4%
C=CCc1c(C)nc(SCCC)[nH]c1=O	-24.7%	-0.2%	-0.2%	14.4%	-18.2%	2.5%	-0.1	49	3.5%	-7.7%
COCCNC(=O)C(c1ccc(Cl)cc1)N(Cc1ccco1)C(=O)CCC(=O)Nc1ccccn1 (stereo not drawn)	-8.2%	-4.8%	-0.2%	5.1%	-23.0%	-4.7%	-2.7	54	0.3%	12.2%
Cc1c(Nc2ncnc3c2cnn3-c2ccccc2)c(=O)n(-c2ccccc2)n1C	29.9%	-3.5%	0.1%	-0.7%	-29.2%	1.4%	0.6	53	-1.8%	3.0%
Cc1cc(C)n(-c2nc3ccccc3c(=O)n2OCC(C)C)n1	28.2%	-2.2%	-0.1%	-6.5%	0.0%	nt	-1.9	103	0.2%[50 µM]	11.3%
CCCCOc1ccc(C(=O)Nc2ccc(N3CCN(C(C)=O)CC3)cc2)cc1	2.0%	-3.7%	1.0%	9.2%	7.5%	-0.6%	-0.7	89	0.6%	11.5%
CCOc1ccccc1/C=N/n1c(C2CCCCC2)n[nH]c1=S	-29.0%	7.6%	-0.1%	0.3%	-8.1%	nt	9.6	103	-0.7%[50 µM]	-2.5%
O=C(O)c1cccnc1SC1CC(=O)N(Cc2ccccc2)C1=O (stereo not drawn)	15.4%	0.0%	-0.1%	-9.1%	-12.6%	8.1%	2.7	52	0.2%	4.8%
CCOC(=O)c1cc(S(=O)(=O)N2CCN(Cc3ccccc3)CC2)cn1C	-12.6%[20 µM]	-4.0%	-0.1%	7.3%	-17.5%	5.0%	1.0	96	-0.3%	-9.7%
CC(=O)N(OCc1ccc(OC(C)C)c(Cl)c1)C(C)=O	22.3%	4.0%	1.6%	9.5%	3.8%	-1.9%	-0.8	55	-0.1%	-3.1%
COc1ccc(S(=O)(=O)N2CCN(C(=O)c3cc(-c4ccc(Br)cc4)n[nH]3)CC2)cc1OC	-4.5%	2.5%	-0.3%	7.6%	7.3%	22.6%	2.9	46	0.3%	1.4%
O=C(CCS(=O)(=O)c1ccc2c(c1)NC(=O)CS2)NCCc1ccccc1	-27.7%	2.3%	-0.2%	-13.7%	-18.9%	nt	-0.4	32	0.3%	-0.6%
CCOc1ccc(NC(=O)CN2CCN(CC(=O)Nc3ccc(OC)cc3)CC2)cc1	4.3%	6.9%	0.2%	8.0%	-13.8%	10.7%	1.3	82	5.2%	0.9%
COc1ccc(OC)c(C(=O)c2c(C)oc3cc([N+](=O)[O-])c(O)c([N+](=O)[O-])c23)c1	15.9%	-3.5%	-0.2%	-17.6%	-8.8%	3.5%	1.2	60	0.1%	-10.5%
Cc1ccc(CN2CCN(/N=C/c3cccn3C)CC2)c(C)c1	3.3%	-0.2%	0.1%	2.7%	-25.3%	18.6%	0.0	69	-0.3%	-0.9%
Cc1nnc(NC(=O)CCS(=O)(=O)Cc2ccccc2)s1	6.5%	-5.7%	0.1%	11.1%	-5.2%	8.9%	-1.0	57	-0.3%	-8.1%
Cc1ccc(/C=N/NC(=O)CSCc2ccc(Cl)cc2)cc1	-11.5%	6.5%	0.3%	6.9%	-23.8%	6.0%	2.7	62	1.2%	2.2%
Cc1ccc([N+](=O)[O-])cc1/C=N/Nc1nnnn1-c1ccccc1	17.5%	-0.5%	-0.1%	-7.7%	-11.5%	4.9%	2.1	45	3.0%	-6.7%
CC(C)CC(c1nnnn1CC1CCCO1)N1CCN(Cc2ccc3c(c2)OCO3)CC1 (stereo not drawn)	23.5%	-2.0%	0.1%	5.0%	-14.4%	-0.1%	1.0	50	0.3%	-3.6%
Cc1nn(-c2ccccc2)c(Cl)c1/C=N/NS(=O)(=O)c1ccc(Br)cc1	-17.1%	13.6%	0.1%	6.7%	-31.6%	8.5%	-1.1	70	3.9%	-6.4%
O=C(/C=C\Nc1ccc(S(=O)(=O)Nc2ncccn2)cc1)c1ccccc1	15.9%	-2.3%	-0.1%	-7.5%	0.6%	8.4%	nt	nt	0.3%	10.4%
O=C(Cn1cnc(S(=O)(=O)N2CCCC2)c1)Nc1ccccc1	-12.4%	17.0%	0.0%	-9.6%	-8.2%	5.2%	-0.8	71	0.2%	-0.4%
O=C(c1ccccc1Cl)N1CCNCC1	-19.8%	-2.9%	-0.2%	3.9%	-4.1%	2.5%	0.4	47	0.5%	10.6%
COc1cc(/C=C/CN2CCC(CO)(CC3CCCCO3)CC2)ccc1O (stereo not drawn)	8.2%	-0.7%	0.1%	2.1%	-2.1%	91.2µM*	0.0	38	1.4%	4.9%
CC(NC(=O)C(C)N1C(=O)c2cccc([N+](=O)[O-])c2C1=O)c1ccccc1 (stereo not drawn)	-17.3%[20 µM]	3.3%	-0.1%	-2.0%	-26.4%	-1.6%	0.9	57	0.2%	-1.5%
CCN(CC)CCN(C(=O)c1ccc2c(c1)CCCC2)c1nc2c(C)cccc2s1	14.8%	0.1%	-0.1%	-3.2%	-26.7%	7.7%	-3.5	13	0.0%	12.9%
CCc1ccc(/C=N/NC(=O)Cc2ccc(OC)c(OC)c2)s1	-28.7%	5.6%	-0.1%	-0.4%	-28.6%	8.0%	0.1	65	0.2%	-19.1%
N/C(=N\N=C\c1cccs1)SC1CC(=O)N(c2ccc(Br)cc2)C1=O (stereo not drawn)	-43.4%	1.5%	-0.2%	-18.5%	-33.9%	-8.0%	-0.8	85	-1.5%	3.0%

Bioassay records deposited in PubChem BioAssay by several laboratories.
